Compound activity as filed in PubChem.
KKLEB cytotox – CF airway cell cytotoxicity counter-screen | KKLEB CF airway cells viability, ATPlite luminescence, overnight; stronger effect = lower value; cells stimulated with P. aeruginosa culture filtrate | AID 602141 | activity change (cytotoxicity), % at 5 µM | 360,000 compounds, 0.36% hits;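 active = corrected activity change at or below -50% at 5 µM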
aDG glyco act – increases alpha dystroglycan glycosylation; 360,000 compounds, 0.22% hits; activation, % at 10 µM; AID 624168; Pro5-aDG cells, alpha-DG glycosylation AlphaScreen (IIH6); 0% Pro5, 100% B10-LARGE cell signal;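 active = activation of at least 8% versus controls, or a plate z-score of at least 8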;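 also: Pro5 are CHO cells carrying HIG-tagged alpha-DG that lacks glycosylation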
iPSC survival up – hiPSC single-cell survival enhancement; 360,000 compounds, 0.044% hits; ATPlite luminescence; 100% = ROCK inhibitor wells, 0% = DMSO; survival enhancement, % at 20 µM; in the data active = survival enhancement above about 18%;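 also: cells exposed to compounds for 16 hours before the ATP read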
NR2E3 ag-1 – human photoreceptor-specific nuclear receptor agonism; AID 602229; CHO-S Gal4-NCOR/VP16-NR2E3 two-hybrid, luciferase; 360,000 compounds, 0.35% hits; inhibition of corepressor binding, % at 3.98 µM;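 active = inhibition above the mean of all tested compounds plus 3 SD, cut at about 70% in these data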;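 also: 0% = DMSO with NR2E3 transfected cells and 100% = cells lacking NR2E3 construct; higher means lower luciferase signal from less NR2E3 corepressor binding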
Target sequence (Q9Y5X4 whole entry, looked up, the tested form may be a part): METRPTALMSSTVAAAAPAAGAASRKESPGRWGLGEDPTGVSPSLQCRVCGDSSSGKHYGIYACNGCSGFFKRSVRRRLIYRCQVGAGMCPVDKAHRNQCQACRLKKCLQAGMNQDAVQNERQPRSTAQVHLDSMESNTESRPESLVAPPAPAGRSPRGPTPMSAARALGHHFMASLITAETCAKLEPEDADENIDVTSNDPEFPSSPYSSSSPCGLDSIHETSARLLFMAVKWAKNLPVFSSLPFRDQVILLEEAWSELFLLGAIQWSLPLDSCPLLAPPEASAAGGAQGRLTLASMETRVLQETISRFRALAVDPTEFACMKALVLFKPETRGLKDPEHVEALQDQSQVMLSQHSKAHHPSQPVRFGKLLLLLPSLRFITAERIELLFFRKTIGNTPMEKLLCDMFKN
NR2E3 ag-2 – agonists of human nuclear receptor NR2E3. Q9Y5X4. GST-NR2E3/biotin-RetCOR TR-FRET, 1536-well. inhibition of corepressor binding, % at 4.78 µM. 320,000 compounds, 0.12% hits. AID 2300;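 active = percent inhibition above the cutoff of mean plus 3 SD of all tested compounds, set per screening campaign, cut at about 20% in these data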;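 also: 0% = DMSO wells and 100% = biotin wells as full block of FRET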
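System: GST-NR2E3 and biotin-RetCOR proteins; probe or stimulus: 7 nM biotin-RetCOR; doses: compound at 4.8 µM, single dose; schedule: Compound–protein incubation for 5 h at 4 °C; detection: time-resolved FRET; read-out: percent inhibition; controls: biotin wells as high control, 0.6% DMSO wells as low control; format: 1536-well plates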
CF NFkB block – cystic fibrosis NF-kB activation inhibition | KKLEB NF-kB-GFP reporter, PAF-induced, GFP fluorescence overnight | inhibition, % at 5 µM | 360,000 compounds, 0.86% hits | AID 588850;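 active = at least 50% inhibition at 5 µM, scaled per plate between neutral and stimulator controls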;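 also: PAF is a Pseudomonas aeruginosa culture filtrate used as stimulus; plate controls were PAF-stimulated DMSO wells for no effect and unstimulated DMSO wells for full effect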
TRPM1 prom inh – reduces MITF-dependent TRPM1 promoter luciferase signal; SK-MEL-5 TRPM1 promoter luciferase, 24 h; inhibition, % at 12.5 µM; 330,000 compounds, 0.83% hits; AID 488899;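 active = mean inhibition across replicates of 60% or more, whatever share of single replicates reaches that level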; also: values of inactives mirror those of a sister screen read the other way
Peg3 prom inh – inhibitors of Peg3 promoter; HeLa PEG-Prom luciferase reporter, luminescence, overnight; inhibition, % at 20 µM; 360,000 compounds, 1.7% hits; AID 588405;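 active = inhibition of at least 50% at 20 µM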
TWEAK Fn14 block – blocks TWEAK-Fn14 interaction in a reporter cell assay; TWEAK-stimulated Fn14 reporter cells, luciferase luminescence, 8 h; inhibition, % at 10 µM; 360,000 compounds, 2% hits; AID 1159606; in the data active = inhibition above about 50%
Shn3 3UTR inh – reduces Shn3 3'UTR luciferase signal in osteoblasts | Clone20 osteoblast Shn3 3'UTR firefly luciferase, 24 h | 360,000 compounds, 0.52% hits | inhibition, % at 12.5 µM;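 active = mean inhibition of at least 75% with every replicate also reaching 75%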;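 also: 0% = median of neutral control wells and 100% = pilot-screen positive control compound; some compounds past the cut are filed as inactive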
HIF-2a inh – blocks HIF-2a reporter activity; 786-0 RCC cells HIF-2a reporter, luciferase luminescence, overnight; inhibition, % at 18.8 µM; 360,000 compounds, 0.72% hits; AID 624352;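 active = inhibition of the luminescence signal of 40% or more relative to plate controls, in a single-dose primary screen at 18.75 µM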
* hit, by the source's call; nt = not tested or not shown.

structure	KKLEB cytotox	aDG glyco act	iPSC survival up	NR2E3 ag-1	NR2E3 ag-2	CF NFkB block	TRPM1 prom inh	Peg3 prom inh	TWEAK Fn14 block	Shn3 3UTR inh	HIF-2a inh
CCC1(C)Cc2nc3[nH]c(=S)n(-c4ccccc4)c(=O)c3cc2CO1 (centres undefined)	1	0.4	1.7	11	1	0	10	15	-14	13	11
CCCN(CC1CC1)C(=O)COC(=O)c1ccc(CNS(=O)(=O)c2ccc(F)c(Cl)c2)cc1	6	0.1	-1.1	5	-2	2	4	1	13	-2	18
COc1ccc(C(=O)CN2CCN(S(=O)(=O)c3cccc([N+](=O)[O-])c3)CC2)cc1OC	10	0.0	3.1	-8	8	-1	3	6	14	9	-1
O=S(=O)(O)c1cc(O)ccc1O	-8	0.3	1.8	-19	0	-4	1	2	3	4	7
COc1ccccc1-c1cc(NC=O)c2ncc(-c3cccc(C(F)(F)F)c3)n2c1	-6	0.2	-0.8	-8	nt	26	nt	22	1	41	-2
COC(=O)C1(C(=O)OC)C(C(=O)c2ccccc2)C1c1ccccc1 (centres undefined)	5	0.2	-0.9	-19	nt	9	0	-1	-6	11	5
COC(=O)COc1ccc(C2NC(=O)NC(c3ccccc3)=C2C(C)=O)cc1Br (centres undefined)	-6	-0.1	-0.2	-12	3	7	4	9	3	-4	21
CCOc1ccccc1C(=O)NC1CC2CCCC(C1)N2C1CC1 (centres undefined)	-2	0.0	1.4	-4	4	6	17	5	-7	19	16
COc1ccc(NC(=O)c2cccc(Cl)c2)c[n+]1[O-]	-5	0.0	-0.4	-13	nt	-9	3	-5	26	3	7
Cc1c(S(=O)(=O)N2CCCC(C(=O)O)C2)cnn1C (centres undefined)	9	-0.3	-0.5	-25	2	-7	10	-4	-10	-7	10
O=C(C1=C(O)C(=O)N(CCN2CCOCC2)C1c1ccc(F)cc1)c1cccs1 (centres undefined)	24	-0.1	0.0	-14	nt	3	9	12	5	-4	13
C(=NN1CCCCCC1)c1ccccc1	4	-0.2	-1.9	-18	nt	-20	-19	-8	-10	-53	-6
CC1CCCCC1NC(=O)CCNS(=O)(=O)c1ccc2c(c1)CCC(=O)N2 (centres undefined)	-18	-0.4	-0.2	5	4	19	8	-5	-9	10	4
COc1ccc(OC)c2[nH]c(=O)c(CCNC(=S)NC(C)(C)C)cc12	10	1.3	-1.6	1	0	-24	-6	5	-25	-4	2
C[C@@H]1CN([C@@H](C)CO)C(=O)CCCn2nncc2CO[C@H]1CN(C)C(=O)Nc1ccnc(N2CCOCC2)c1	2	0.1	0.1	-33	nt	3	nt	-5	13	7	6
COC(=O)c1ccccc1NC(NC(=O)c1ccco1)C(=O)c1ccc(C)cc1 (centres undefined)	15	0.1	-1.5	-16	0	6	9	1	1	-5	3
CCOc1ccc2ccccc2c1C(=O)NCC(c1ccc(N(C)C)cc1)N(C)C (centres undefined)	3	-0.2	1.0	-19	0	-2	-3	-12	-1	15	5
Clc1ccc(-c2ccc(-c3nn4c(-c5ccco5)nnc4s3)o2)cc1	-33	1.1	4.9	4	2	-15	-10	-9	-1	-5	-23
CCn1c(CCNC(=O)c2ccc(Cl)cc2)nnc1SCC(=O)NC1CCCC1	-25	-0.2	-3.0	8	2	24	6	2	-12	2	-31
CCC(=O)c1ccc(OCC(O)Cn2cnc3ccccc32)cc1 (centres undefined)	8	0.1	1.1	-7	2	-21	12	-15	-12	11	-29
Cc1c(Cl)cccc1NC(=O)CNC(=O)c1cn(-c2ccccc2)nc1-c1cccnc1	-5	0.8	0.5	12	6	-16	9	29	11	6	8
COc1ccc(Cl)cc1C(=O)NNC(=O)CSc1nnnn1C	1	0.1	-0.6	3	5	-13	2	1	-13	10	5
Cc1cc(C(=O)N2CCc3ccccc3C2)no1	1	0.5	1.1	-20	1	8	-12	-17	11	0	-25
Cc1ccc(Cl)c(NC(=O)COC(=O)c2cc[n+]([O-])cc2)c1Cl	-1	0.7	0.3	11	nt	5	-9	22	-13	-24	6
COc1ccc2cc(S(=O)(=O)Nc3ccccn3)ccc2c1	0	0.1	-0.6	2	5	-13	6	3	8	20	13
CCC(=O)Nc1ccc(C(=O)CSc2nnc(-c3ccc(NS(=O)(=O)CC)cc3)o2)cc1OC	3	-0.2	-0.3	11	-11	-14	-1	14	-10	-3	13
Cc1ccc(CN2CCc3c(OCc4ccc(F)cc4)cccc3C2=O)cc1	2	1.1	-1.9	-18	2	30	9	10	45	20	14
CCCC(=O)OC1CCS(=O)(=O)c2sccc21 (centres undefined)	5	0.8	0.3	-5	0	-9	-5	2	7	-4	5
COC(=O)C1C(c2ccc(OC)cc2)Nc2nnc(C(F)(F)F)n2C1(C)O (centres undefined)	0	-0.1	-0.2	-12	1	-3	13	4	12	-2	9
COC(=O)C1=C(C)N(c2ccc(F)cc2)/C(=C/c2ccc(O)cc2)C1=O	11	-0.2	0.1	-2	-1	11	-10	16	24	-5	17

Part of the list above, set out differently:
SMILES: COc1ccc(OC)c2[nH]c(=O)c(CCNC(=S)NC(C)(C)C)cc12
  KKLEB cytotox: 10	aDG glyco act: 1.3	iPSC survival up: -1.6	NR2E3 ag-1: 1	NR2E3 ag-2: 0	CF NFkB block: -24	TRPM1 prom inh: -6	Peg3 prom inh: 5	TWEAK Fn14 block: -25	Shn3 3UTR inh: -4	HIF-2a inh: 2
SMILES: CCOc1ccc2ccccc2c1C(=O)NCC(c1ccc(N(C)C)cc1)N(C)C (centres undefined)
  KKLEB cytotox: 3	aDG glyco act: -0.2	iPSC survival up: 1.0	NR2E3 ag-1: -19	NR2E3 ag-2: 0	CF NFkB block: -2	TRPM1 prom inh: -3	Peg3 prom inh: -12	TWEAK Fn14 block: -1	Shn3 3UTR inh: 15	HIF-2a inh: 5

Following part.
structure	KKLEB cytotox	aDG glyco act	iPSC survival up	NR2E3 ag-1	NR2E3 ag-2	CF NFkB block	TRPM1 prom inh	Peg3 prom inh	TWEAK Fn14 block	Shn3 3UTR inh	HIF-2a inh
CN(C)CC(O)c1ccc(C=Cc2ccc(Cl)cc2)cc1 (centres undefined)	-13	-0.5	-5.4	-33	nt	36	78*	104*	-100	-22	-263
CC(=O)c1c(C)oc2c1C(=O)c1ccccc1C2=O	-26	9.8*	-0.8	-22	-3	86*	79*	42	24	-5	17
COc1ccc(OC)c(/C=C/c2nc3ccccc3[nH]c2=O)c1	-7	0.2	-0.4	-14	2	1	-5	14	16	6	-6
Cc1cc(NC(=O)C2CC=CCC2C(=O)O)ccc1NC(=O)c1ccccc1 (centres undefined)	-7	-0.2	-0.6	-40	-3	-5	6	11	-9	-2	5
O=C(NCc1cccnc1)c1ccccc1NS(=O)(=O)c1ccccc1	12	-0.1	0.4	-15	4	-14	8	6	12	-14	11
CC(=O)NC(C)c1nc2ccccc2n1C(C)C (centres undefined)	5	-0.3	-0.5	-15	0	-24	nt	1	-15	-6	5
CCOC(=O)C1=C(O)c2ccccc2C(=O)/C1=C\c1ccc(CC)cc1	-14	1.4	-1.2	-4	-2	-3	9	-20	9	20	-111
CC(Sc1nnc(C2CC2)n1C1CC1)C(=O)c1ccc(F)cc1 (centres undefined)	1	0.1	2.0	-23	3	1	-3	6	-10	2	-1
O=C(NN=C1CCCC1)c1ccc(Cl)cc1	5	-0.1	-0.7	-1	1	0	-1	15	4	-1	10
COc1ccc(OC)c(CN2C(=O)c3ccccc3C2c2nnnn2-c2c(C)cccc2C)c1 (centres undefined)	nt	-0.2	-1.0	-10	nt	nt	nt	nt	5	nt	11
CN(C)S(=O)(=O)c1cccc(NC(=S)Nc2cccc3cnccc23)c1	-4	2.9	-0.4	-13	nt	73*	3	7	73*	76	-8
Cc1ccccc1N1C(=O)C(Cc2ccc(F)cc2)S/C1=C(\C#N)C(N)=O (centres undefined)	15	-0.1	0.7	-33	3	2	nt	10	5	-41	27
CCOC(=O)CN(C(=O)CSc1nnc(-c2ccncc2)n1CCCN(C)C)c1ccccc1	6	-0.2	-2.5	-9	-1	-3	13	3	0	8	4
CCOc1ccc(NC(=O)c2ccc3nccnc3c2)cc1	0	0.1	0.8	-58	1	-6	-84	-176	-10	-42	-182
CS(=O)(=O)C1=C(O)C(=O)N(c2ccccc2)C1c1ccccc1 (centres undefined)	4	0.0	0.4	-9	1	9	0	13	4	-9	0
COc1cc2c(cc1OC)C(Cc1cc(OC)c(OC)cc1[N+](=O)[O-])=NCC2	17	-0.2	-2.7	-36	nt	-10	4	14	1	-7	13
O=C(NN=Cc1ccc(Cl)cc1Cl)C1CC1	7	-0.2	-0.6	-56	nt	4	-18	-22	-39	6	-48
O=C(CN1C(=O)NC(Cc2c[nH]c3ccccc23)C1=O)Nc1ccc(F)cc1F (centres undefined)	4	0.0	-0.2	7	nt	9	13	12	8	19	18
O=C(COC(=O)c1ccc2ccccc2c1O)Nc1ccccc1	-2	0.1	-0.2	-12	nt	-11	7	-42	-9	1	-11
CCOc1cc(/C=N/NC(=O)C(=O)NC2CC2)cc(Br)c1O	10	0.1	-2.2	-9	-8	5	-5	7	1	-28	18
Cc1ccc(S(=O)(=O)N2CCC(C(=O)OCC(=O)Nc3cc(S(C)(=O)=O)ccc3Cl)CC2)cc1C	-6	0.0	0.0	-6	1	3	4	10	8	-6	5
COc1cccc(CSc2nc3ccncc3[nH]2)c1	-20	-0.1	-0.8	-100	1	3	-36	-182	9	-36	-184
C/C(Cn1nc([N+](=O)[O-])cc1C)=N\NC(=O)c1ccc(C(C)(C)C)cc1	3	-0.3	0.7	20	0	-16	-10	17	-9	1	2
CCOc1ccc(CN2CCNC(=O)C2CC(=O)NCc2csc(C)n2)cc1 (centres undefined)	6	0.3	-0.3	-19	4	-8	-14	3	4	-4	6
CCOc1ccc(/C=N/Nc2ccccn2)cc1OC	-11	0.0	-0.7	-50	1	1	-56	-314	-58	-116	-263
O=C(NCCC(=O)N1CCCC(C(F)(F)F)C1)c1ccc(Br)cc1 (centres undefined)	7	-0.1	-0.3	-3	5	-8	-16	8	-19	-2	18
COCc1cc(C)nc(NCCO)c1C#N	1	-0.3	2.4	5	3	-6	12	-7	-4	-23	3
CC(=O)N1CCN(c2ccc(NC(=O)C(c3ccccc3)c3ccccc3)cc2)CC1	-15	0.0	-0.2	-16	5	13	2	-9	-13	10	17
Cc1cccc2cc(CN(Cc3nnnn3C3CCCCC3)C3CCCC3)c3nnnn3c12	2	-0.1	-2.9	-3	-2	16	12	33	-2	75	18
COc1cc(/C=N/Nc2nn3cnnc3c3ccccc23)ccc1O	-4	-0.1	-2.5	-6	0	-4	11	-61	-4	-49	-115
COc1c2ccccc2nn1C(C)C	nt	-0.2	-0.8	-12	nt	nt	nt	nt	12	nt	12
CN(C)NC(=S)Nc1ccc(Cl)cc1	1	0.0	1.0	3	-2	6	0	0	-9	-5	-7
O=C1OC2(CCCCC2)OC(=O)C1=CNc1nccs1	4	0.1	0.0	-8	-3	9	-2	-5	55*	-8	15

Hits appear at their usual frequency. About 4.4% of those tested had a hit in this group.
